EPAC1 agonist: activates human EPAC1 exchange factor; O95398; EPAC1 agonist qHTS, biochemical assay; response scale: 100% = response to 6.5 mM cAMP; Potency, µM (series often up to 154 µM), without a hit: top-dose activation, most hits filed as activators; actives 0.073% (n = 360,000); AID 720707; note: potency is the fitted concentration of half-maximal effect; nearly all actives have a fitted effect of over 60% in size
Target sequence (O95398 whole entry, looked up): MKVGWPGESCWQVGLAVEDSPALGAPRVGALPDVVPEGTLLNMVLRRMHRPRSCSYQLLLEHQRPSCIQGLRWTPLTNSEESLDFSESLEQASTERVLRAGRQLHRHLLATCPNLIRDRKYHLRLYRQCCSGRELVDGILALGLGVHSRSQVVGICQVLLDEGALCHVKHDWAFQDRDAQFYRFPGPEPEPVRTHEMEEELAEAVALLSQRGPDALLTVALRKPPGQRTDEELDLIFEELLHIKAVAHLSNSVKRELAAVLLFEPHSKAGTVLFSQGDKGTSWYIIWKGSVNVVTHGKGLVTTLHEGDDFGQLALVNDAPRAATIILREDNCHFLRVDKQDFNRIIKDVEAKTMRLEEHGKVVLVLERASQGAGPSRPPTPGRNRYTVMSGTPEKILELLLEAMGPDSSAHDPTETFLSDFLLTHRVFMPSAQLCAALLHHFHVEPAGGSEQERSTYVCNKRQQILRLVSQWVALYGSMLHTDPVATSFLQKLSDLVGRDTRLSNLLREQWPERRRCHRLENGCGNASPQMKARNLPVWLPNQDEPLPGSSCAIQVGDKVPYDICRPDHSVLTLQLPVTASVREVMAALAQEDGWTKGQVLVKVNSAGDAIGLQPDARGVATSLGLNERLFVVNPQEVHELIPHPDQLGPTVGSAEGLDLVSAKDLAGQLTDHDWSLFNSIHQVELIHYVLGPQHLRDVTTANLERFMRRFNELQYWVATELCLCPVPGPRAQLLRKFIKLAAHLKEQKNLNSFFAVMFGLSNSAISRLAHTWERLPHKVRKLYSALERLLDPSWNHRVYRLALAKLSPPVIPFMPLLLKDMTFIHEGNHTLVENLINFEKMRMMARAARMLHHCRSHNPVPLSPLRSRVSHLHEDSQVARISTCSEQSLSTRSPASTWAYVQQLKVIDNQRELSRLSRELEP
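Multi-concentration qHTS readout: loss of Rap1B-bound BODIPY-GDP fluorescence driven by 100 nM EPAC1 with excess GDP (50 uM), monitored kinetically at room temperature; agonist response expressed relative to 6.5 mM cAMP.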
CCT modulator: modulators of cytosolic chaperonin (CCT/TRiC) activity; activity change, % (test concentration not listed), hits read low; purified chaperonin ATPase assay, HTRF ADP detection, 30 min; actives 0.3% (n = 360,000); in the data active = activity change below about -30%; note: % is set by controls: 0 for no effect and ±100 for the full control effect
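TRiC (40 or 20 nM final, by batch activity) in 30 mM Tris pH 7.4, 100 mM KCl, 5 mM MgCl2, 1 mM DTT was treated with compound at 76 uM single dose, then 10 uM ATP, 30 min at 37 °C. ADP was read by HTRF Transcreener.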
PI5P4Ka inh: blocks human PI5P4K alpha kinase activity; PI5P4Kalpha enzyme, ADP-Glo luminescence, 60 min; stronger effect = lower value; actives 1.2% (n = 330,000); max response, %; AID 652105; P48426; active = max response of -50% or lower; inconclusive = between -30% and -50%; inactive = -30% or higher; note: value at the top dose of about 77 µM; % is set by controls: 0 for no effect and ±100 for the full control effect
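Human PI5P4Kalpha with substrate in 0.038 M HEPES pH 7.4, 0.28 mM EGTA, 0.1% CHAPS, 5% DMSO; reaction started with 5 microM ATP (final), 60 min at room temperature. ADP formed read by ADP-Glo luminescence.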
WRN inhibitor: blocks human WRN helicase; WRN helicase unwinding, fluorescent forked duplex, kinetic; Q14191; Potency, µM (titrated, usually from 114 µM), inactives show top-dose activity change, negative = inhibition, actives largely listed as inhibitors; actives 0.46% (n = 360,000); note: potency is the fitted concentration of half-maximal effect; % is set by controls: 0 for no effect and ±100 for the full control effect; nearly all actives have a fitted effect of over 55% in size
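Primary qHTS, 1536-well format. 20 nM WRN + compound, 15 min RT; start with 100 nM forked fluorophore/quencher duplex, 2 mM ATP (final); kinetic read ex 525/em 598 nm.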
PLK1 PBD inh: inhibitors of human PLK1 polo-box domain binding. P53350. Plk1 PBD binding of FITC phosphopeptide, fluorescence polarization. Potency, µM, for inactives: max response, negative = inhibition, usual class: inhibitors. actives 2.8% (n = 360,000). AID 720504; note: potency is the fitted concentration of half-maximal effect; series mostly up to about 57 µM; % is set by controls: 0 for no effect and ±100 for the full control effect; nearly all actives have a fitted effect of over 65% in size
EPAC2 agonist: agonists of human EPAC2 (RAPGEF4); Q8WZA2; EPAC2 activation, biochemical qHTS; response scale: 100% = 6.5 mM cAMP response; Potency, µM (titrated, usually from 154 µM), for the others: at the highest dose activation, hits mostly activators; actives 0.079% (n = 360,000); AID 720711; note: potency is the fitted concentration of half-maximal effect; nearly all actives have a fitted effect of over 50% in size
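qHTS, titration series. 100 nM EPAC2 / 250 nM Rap1B-BODIPY-GDP / 50 uM GDP; RT; ex 480/em 540 nm, 5-min reads to 30 min. Norm. to 6.5 mM cAMP = activation.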
IL-2 act: activates IL-2 in a cell-based reporter assay; IL-2 activation reporter assay, cell-based qHTS; stimulated with anti-CD3/CD4/CD28 beads; in transgenic mouse T cells; activation, % (series mostly up to about 46 µM); actives 0.065% (n = 360,000); AID 652025; in the data active = activation above about 50%; inconclusive = mostly about 30% to 49%; note: 0% is about no effect
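Using fluorescent plate cytometry, EGFP and DsRed are detected in transgenic mouse T cells stimulated 18 h at 37 degrees C with antibody-coated beads after 60 min compound pretreatment.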
EPAC1 antag: antagonists of human EPAC1 | EPAC1 GEF assay, Rap1b-BODIPY-GDP exchange fluorescence | actives 0.14% (n = 360,000) | AID 720709 | O95398 | Potency, µM (top dose mostly 115 µM), without a hit: top-dose activity change, negative = inhibition, actives largely listed as inhibitors;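 note: potency is the fitted concentration of half-maximal effect; plate controls were vehicle for no effect and positive control for full effect; nearly all actives have a fitted effect of over 50% in size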
Numbers without * were called inactive; ? = inconclusive; . = not tested or not shown; [ ] = dose if it differs, or a comment. Unless noted, calls come from the whole dose curve; as a rule, active = well fitted curve in the direction sought with a large enough effect; inconclusive = small, poorly fitted or top-dose-only effect, or another doubt; inactive = no such curve, though single readings can be large; an effect the other way counts as inactive or inconclusive.

mol	PLK1 PBD inh	EPAC1 agonist	PI5P4Ka inh	EPAC1 antag	EPAC2 agonist	WRN inhibitor	IL-2 act	CCT modulator
O=C1NC[C@@H](Cc2cccc3ccccc23)N(CC2(c3ccccc3)CC2)C1=O	-4%	-9%	-2	-20%	4%	-10%	0.0	2.1
O=C(c1ccc(Cl)c(Cl)c1)N1CCN(c2ccccn2)CC1	-3%	-4%	1	-9%	-1%	-22%	0.9	-1.0
CN1CCC(NCCC(c2ccc(F)cc2)c2ccc(Cl)cc2)CC1 (stereo unspecified)	-9%	-5%	2	-17%	-1%	-10%	-2.8	0.6
COc1ccc(CNC(=O)C(C)OC(=O)c2cccc(N(C)C)c2)cc1 (stereo unspecified)	1%	1%	-6	15%	-7%	-5%	0.6	1.5
CC(C)Cn1c(=O)c2c(nc3n2CCS3)n(C)c1=O	1%	1%	1	-14%	10%	-3%	-0.5	-0.8
Cc1cc2cc(C)c(NCCNC(=O)c3cccc(F)c3)nc2cc1C	-1%	6%	13	-4%	-7%	-4%	1.3	0.2
Cc1nonc1CC(=O)N1CCc2c([nH]c3ccccc23)C1c1ccccc1F (stereo unspecified)	-3%	12%	-1	-20%	12%	-7%	-1.3	-1.8
CCOc1ccc(CCNC(=O)CN(C)S(=O)(=O)c2cccs2)cc1OCC	-2%	-5%	-5	-11%	-1%	-7%	0.0	0.3
C/C(=N/NC(=O)c1ccco1)c1ccc(NC(=O)c2ccc(F)cc2)cc1	-7%	-3%	-1	3%	-5%	8%	0.3	-0.4
NC(=O)C1(N2CCCCC2)CCN(c2nc(-c3ccc(Br)cc3)cs2)CC1	2%	7%	.	0%	-3%	-4%	4.3	-0.2
O=C(Nc1ccc(-c2ccc([N+](=O)[O-])cc2)cc1)c1ccccc1F	-2%	-3%	6	14%	1%	-1%	-0.1	-2.9
N/C(=N\N=C\c1ccc(Br)o1)c1nonc1N	1%	19%	-4	-6%	10%	-2%	-0.8	0.0
O=C(OCc1ccccc1)C1=NNC2C(=O)N(Cc3ccccc3)C(=O)C12 (stereo unspecified)	4%	2%	2	-4%	2%	-2%	0.4	-1.4
NC(=S)N=Nc1c(O)n(CCCl)c2ccccc12	-3%	6%	-11	-2%	-4%	-1%	-0.3	0.9
CN(Cc1ccccc1)C(NC(=O)c1ccco1)C(Cl)(Cl)Cl (stereo unspecified)	4%	-4%	3	6%	16%	-4%	0.9	-1.7
CC(C)CNc1cc(N2CCCC2)ccc1[N+](=O)[O-]	-5%	18%	.	2%	12%	-2%	-0.3	-4.3
Cc1ccc(C(=O)Oc2ccc3c(c2)ncn3C)cc1	-2%	3%	.	-3%	3%	-2%	1.9	-1.8
CC1Cc2ccccc2C(CCc2ccccc2)=N1 (stereo unspecified)	-13%	-9%	2	9%	5%	3%	0.7	-0.7
CCOc1cc(C(=O)N(C)CC(=O)Nc2cccc3ccccc23)ccc1OC	1%	12%	-1	-1%	4%	-2%	1.5	0.7
Cc1c(NC(=O)c2ccc(Br)o2)c(=O)n(-c2ccccc2)n1C	1%	-1%	.	5%	-10%	2%	-0.3	0.8
COc1ccc(C(=O)Nc2nc(CC(=O)NCc3c(F)cccc3F)cs2)cc1	-1%	2%	5	-10%	-4%	1%	-0.8	-0.9
O=C(NCCc1ccc(F)cc1)C1CCCO1 (stereo unspecified)	-2%	6%	-1	-5%	0%	3%	2.0	1.1
CCOC(=O)N1CCN(CC(O)COCc2ccc(OC)c(OC)c2)CC1 (stereo unspecified)	6%	-7%	-6	13%	12%	-1%	0.4	0.7
O=C(Cc1c[nH]c2ccccc12)NCc1ccncc1	1%	-14%	7	-8%	-8%	-4%	-3.6	1.1
O=C(C(Br)=Cc1ccccc1)c1ccccc1	?	5%	12	0%	14%	?	-5.8	-4.7
CS(=O)(=O)N1CCN(c2ccc([N+](=O)[O-])c(NCc3ccc(Cl)cc3)c2)CC1	-4%	-5%	2	?	-12%	?	-0.3	-1.0
Cc1nn(C)cc1CNC(=O)c1cc2n(n1)C(C(F)(F)F)CC(c1cccs1)N2 (stereo unspecified)	1%	2%	.	2%	-4%	-3%	-1.0	1.9
COc1cc(S(=O)(=O)Nc2ccccc2N2CCCCC2)ccc1NC(C)=O	-1%	-4%	1	-13%	13%	11%	-0.2	-0.6
Cc1nc2c(c(C)c1C#N)C(=O)c1ccccc1-2	0%	1%	1	24%	0%	-4%	0.6	-0.4
CC(C)(C)OC(=O)N/N=C/c1ccc(Br)cc1	4%	-4%	-3	-15%	0%	-23%[57.1 µM]	0.2	1.6

Entries of single compounds as entered above. Screens in order: PLK1 PBD inh | EPAC1 agonist | PI5P4Ka inh | EPAC1 antag | EPAC2 agonist | WRN inhibitor | IL-2 act | CCT modulator
Cc1nc2c(c(C)c1C#N)C(=O)c1ccccc1-2 is listed as 0% | 1% | 1 | 24% | 0% | -4% | 0.6 | -0.4
Cc1cc2cc(C)c(NCCNC(=O)c3cccc(F)c3)nc2cc1C is listed as -1% | 6% | 13 | -4% | -7% | -4% | 1.3 | 0.2

Next entries follow.
mol	PLK1 PBD inh	EPAC1 agonist	PI5P4Ka inh	EPAC1 antag	EPAC2 agonist	WRN inhibitor	IL-2 act	CCT modulator
CC(C)OC(=O)Cn1nc(C(c2ccccc2)c2ccccc2)oc1=O	3%	-5%	-1	-7%	6%	1%	0.7	-3.5
CC(=O)Nc1ccc(S(=O)(=O)Nc2cccc(C(=O)Nc3ccccc3C(=O)O)c2)cc1	-8%	8%	-17	-9%	-2%	-11%	0.4	0.4
CC(=O)N(C)c1ccc(NC(=S)Nc2ccccc2)cc1	-17%	1%	-10	8%	11%	-30%	-3.1	-1.7
Cc1ccc2[nH]c(O)c(N=NC(=O)C3CC3c3ccccc3)c2c1Br (stereo unspecified)	3%	-17%	4	-5%	-9%	-12%	1.6	-0.7
O=C(ONC1=NCCCCC1)c1ccc(Cl)cc1	-1%	-9%	-1	4%	3%	5%	2.3	-1.6
O=C(O)c1ccc(C(=O)C(=O)c2ccccc2)cc1	-2%	3%	-9	1%	2%	-5%	-3.5	-1.2
CCc1cccc(OCC(O)Cn2c(N3CCCCC3)nc3c2c(=O)[nH]c(=O)n3C)c1 (stereo unspecified)	2%	7%	-3	-3%	8%	6%	1.0	-2.1
Cc1ccnc(NS(=O)(=O)c2ccc(NC(=O)c3ccc(S(=O)(=O)N(C)C)cc3)cc2)n1	27µM*	-8%	-6	1%	4%	8%	1.2	-0.6
c1ccc(-c2nn3c(C4CCCCC4)nnc3s2)cc1	-18%	3%	?	8%	3%	-1%	0.5	-0.6
CCOC(=O)c1c(C)[nH]c(C(=O)COC(=O)CNC(=O)c2ccccc2Cl)c1C	-12%	4%	-3	-15%	12%	-3%	-1.5	-1.8
CN(C)CCCN1C(=O)c2cc3ccccc3cc2C1=O	-17%	9%	4	-14%	2%	1%	0.6	-0.4
CC(C)COC(=O)c1ccc(NC(=O)C2C3CCC(C3)C2C(=O)O)cc1 (stereo unspecified)	-13%	7%	-4	-4%	-14%	-31%	-0.1	-1.2
Cc1ccc(C(C)C)c(OCCNS(C)(=O)=O)c1	0%	0%	8	0%	3%	-3%[57.1 µM]	-1.1	-1.0
Cc1cccc(NC(=O)c2ccc(S(=O)(=O)N3CCC(C)CC3)cc2)n1	-7%	2%	9	-19%	22%	-5%	0.4	-0.2
CC1(C)CC(=O)C=C(NC2CCCCC2)C1	-26%	-4%	10	-1%	8%	9%	-3.2	-2.1
CCn1c(=O)n(CC)c2cc(S(=O)(=O)Nc3ccccc3C)c(C)cc21	-5%	8%	.	4%	1%	2%	-0.2	-2.5
C(=N\Nc1nc2ccccc2s1)/c1ccc2c(c1)OCO2	3%	5%	-5	-3%	4%	0%	-3.2	0.1
COc1ccc(Br)c(C(=O)N2CCCC2(C)C(=O)NCC(C)C)c1 (stereo unspecified)	-11%	-7%	3	-27%	11%	1%	0.4	0.0
Cc1ccccc1NC(=O)CNc1ccccc1N1CCCCC1	-4%	22%	17	-28%	4%	-3%	-2.2	-1.8
O=c1sc2ccccc2n1CCCOc1ccccc1	-9%	10%	-8	1%	10%	2%	0.5	0.4
CC(C)(C)c1ccc(C(=O)NNc2ccc(F)cc2F)cc1	?	-4%	-4	?	-1%	-24%	1.4	0.3
C[C@H]1CN([C@@H](C)CO)C(=O)Cc2cc(NS(C)(=O)=O)ccc2O[C@@H]1CN(C)CC1CC1	-8%	-13%	-7	1%	9%	1%	-0.1	1.1
S=C(N/N=C/c1ccc(Cl)c(Cl)c1)Nc1ccccc1Cl	-19%	2%	0	-4%	6%	1%	-0.8	-1.5
COC(=O)c1cc(=O)n(CCc2ccc(OC)c(OC)c2)c(=Nc2ccc(F)c(Cl)c2)s1	-9%	-5%	-2	0%	6%	-4%	-3.0	1.5
Cc1ccc(C(=O)N(C)CC(=O)Nc2ccc(F)c(F)c2F)o1	-2%	-6%	2	11%	2%	-5%	0.4	2.8
CCN(CC(=O)NCCCN1CCOCC1)S(=O)(=O)c1cc(Cl)ccc1Cl	2%	-12%	-8	14%	3%	-2%	-0.3	-1.6
S=c1[nH]nc(-c2ccccn2)n1/N=C/c1ccccc1	-11%	7%	-2	-11%	7%	4%	0.1	2.5
Cc1cc(=O)[nH]c(N2CCOCC2)n1	-15%	-2%	-1	-15%	7%	1%	-0.1	-1.7
COc1cc(CN2CCCC(C(=O)c3ccc(C(C)(C)C)cc3)C2)cc(OC)c1O (stereo unspecified)	-1%	1%	10	-6%	-3%	-4%	0.9	-2.5
O=C(NCc1cccs1)C(=O)NCC1OCCCN1S(=O)(=O)c1ccccc1 (stereo unspecified)	-17%	4%	-9	-10%	-2%	5%	3.1	-2.1
COc1cccc(CNC(=O)CCC2CCCN(C3CCOCC3)C2)c1 (stereo unspecified)	-4%	3%	1	5%	5%	4%	2.1	-2.4
Clc1ccc(SCc2cc(-c3ccccc3)no2)cc1	-6%	-3%	6	2%	-38%[inhibitor]	-27%[57.1 µM]	4.2	-0.3
Cc1cc2oc(=O)cc(CN(C)Cc3ccccc3)c2cc1C(C)C	4%	-7%	-1	-15%	16%	-1%[57.1 µM]	0.1	-0.8
Cc1cc(F)c(F)c(C(=O)N2CCOCC2)c1	-6%	1%	1	15%	3%	6%	-0.4	-0.3

An excerpt, so the mix of outcomes need not match the whole.
